Screening data as filed in PubChem BioAssay.
PP5 inh – PP5 phosphatase inhibitors, primary screen, biochemical, fluorescence. AID 1987, 2009. purified PP5c, OMFP substrate fluorescence. inhibition, % at 6.7 µM. 320,000 compounds, 0.18% hits;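 active = inhibition above the campaign's mean inhibition across all tested compounds plus 3 SD, cut at about 9.5% in these data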;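 note: 0% = DMSO only and 100% = 100 µM cantharidin control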
Target sequence (P53041 whole entry, looked up): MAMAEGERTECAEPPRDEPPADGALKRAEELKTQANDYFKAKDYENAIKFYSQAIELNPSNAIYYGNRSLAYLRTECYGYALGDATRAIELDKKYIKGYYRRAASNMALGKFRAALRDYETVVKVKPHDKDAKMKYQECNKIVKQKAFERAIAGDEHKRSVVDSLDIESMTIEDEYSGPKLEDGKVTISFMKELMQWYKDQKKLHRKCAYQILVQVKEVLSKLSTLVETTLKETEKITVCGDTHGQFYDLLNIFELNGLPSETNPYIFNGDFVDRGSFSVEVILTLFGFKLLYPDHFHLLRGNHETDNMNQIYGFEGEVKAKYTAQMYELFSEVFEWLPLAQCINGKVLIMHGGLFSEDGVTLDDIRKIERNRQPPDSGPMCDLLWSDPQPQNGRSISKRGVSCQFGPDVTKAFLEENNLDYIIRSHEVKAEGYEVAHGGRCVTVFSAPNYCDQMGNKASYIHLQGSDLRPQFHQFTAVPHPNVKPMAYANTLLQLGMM
AHR act – AHR activators, primary screen, cell-based, luminescence, luciferase reporter, human; Aryl hydrocarbon receptor (Homo sapiens), P35869; AHR-responsive luciferase reporter cells; activation, % at 5 µM; 320,000 compounds, 2.5% hits; AID 2796, 2010; in the data active = activation above about 47%;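 note: 0% = vehicle wells and 100% = reference agonist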
procasp7 counter – procaspase-7 activators, primary screen, counter-screen for procaspase-3 activator project, biochemical, absorbance, HTS, human | 330,000 compounds, 0.093% hits | activation, % at 8.5 µM | recombinant procaspase-7, Ac-DEVD-pNA absorbance 405 nm; D23A/D198A/D206A triple mutant, cannot self-cleave; scale: DMSO 0, 5 µM enzyme 100;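 active = percent activation above the screen-wide mean plus 3 SD, cut at about 25% in these data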
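Test system: Procaspase-7 triple mutant (PC-7 D3A). Also added: Ac-DEVD-pNA substrate, 400 µM as added. Schedule: 1 h enzyme–compound preincubation and 2 h substrate reaction, both 25 °C. Signal: p-Nitroaniline absorbance at 405 nm, read at 0 and 120 min. Control set: low DMSO alone, high DMSO plus 5 µM PC-7.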
CTSL1 counter – Fasciola hepatica cathepsin L1 inhibitors, primary screen, counter-screen for PFM18AAP inhibitor project, biochemical, QFRET, fluorogenic peptide substrate; recombinant F. hepatica cathepsin L1, Z-Leu-Arg-MCA fluorescence; inhibition, % at 5.96 µM; 300,000 compounds, 0.49% hits; AID 1906, 2009;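 active = inhibition above the mean of all tested compounds plus 3 SD, set per screening campaign, cut at about 17% in these data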;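 note: 0% = plate median of test compound wells and 100% = 1 µM Z-Phe-Ala-diazomethylketone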
TPT1 inhibitor – Candida albicans TPT1 enzyme inhibitors, primary screen, biochemical, fluorescence polarization | tRNA 2'-phosphotransferase TPT1 (Candida albicans SC5314) | recombinant caTPT1, FP RNA substrate dephosphorylation | inhibition, % at 5 µM | 300,000 compounds, 0.81% hits | AID 1962, 2009;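 active = inhibition above the mean of all tested compounds plus 3 SD, set per screening campaign, cut at about 24% in these data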;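 note: plate controls were DMSO alone for no effect and ferristatin control at 100 nM for full effect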
PP1 inh – PP1-alpha phosphatase inhibitors, primary screen, counter-screen for PP5 inhibitor project, biochemical, fluorescence, OMFP substrate, single point. Serine/threonine-protein phosphatase PP1-alpha catalytic subunit (Homo sapiens), P62136. purified PP1alpha. inhibition, % at 6.7 µM. 320,000 compounds, 0.9% hits. AID 2235, 2010;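 active = inhibition above the mean inhibition of all tested compounds plus 3 SD, computed separately for each screening campaign, cut at about 15% in these data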
Target sequence (P62136 whole entry, looked up): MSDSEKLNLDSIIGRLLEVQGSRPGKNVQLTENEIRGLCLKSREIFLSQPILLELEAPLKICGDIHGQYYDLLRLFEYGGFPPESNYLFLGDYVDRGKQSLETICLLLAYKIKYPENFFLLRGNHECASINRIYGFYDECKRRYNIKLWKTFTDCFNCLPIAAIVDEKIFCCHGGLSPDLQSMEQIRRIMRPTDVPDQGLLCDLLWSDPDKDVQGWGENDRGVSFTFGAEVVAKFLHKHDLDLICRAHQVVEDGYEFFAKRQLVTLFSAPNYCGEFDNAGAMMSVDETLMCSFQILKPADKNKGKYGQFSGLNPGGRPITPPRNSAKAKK
HCV core dimer – inhibitors of HCV core protein dimerization, primary screen, biochemical, TR-FRET, high-throughput | TR-FRET GST/Flag-core106 dimerization, 1536-well | inhibition, % at 5 µM | 300,000 compounds, 0.33% hits | AID 1899, 2009;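 active = inhibition above the mean of all tested compounds plus 3 SD, set per screening campaign, cut at about 45% in these data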
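System: GST-tagged and Flag-tagged HCV core protein residues 1-106 / Input: core106 proteins, GST 13.5 nM and Flag 17 nM / Buffer or medium: KF-containing HEPES buffer, pH 7.45, DTT, CHAPS, BSA / Probe or stimulus: Eu-anti-GST and XL665-anti-Flag labelled anti-tag antibodies / Schedule: 4 h, 22.5 °C incubation / Technique: TR-FRET 671 and 617 nm emission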
PAFAH2 inh – PAFAH2 enzyme inhibitors, primary screen, biochemical, fluorescence polarization, human. Platelet-activating factor acetylhydrolase 2, cytoplasmic (Homo sapiens), Q99487. recombinant PAFAH2, FP-rhodamine activity probe. inhibition, % at 3.39 µM. 340,000 compounds, 0.99% hits. AID 492956, 2010;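 active = inhibition above the mean over all tested compounds plus 3 SD, cut at about 30% in these data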;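 note: inhibitors block probe labeling of enzyme so polarization drops; 0% = enzyme with DMSO and 100% = wells lacking PAFAH2 protein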
proCasp3 act – activators of human procaspase-3 D3A mutant, primary screen, biochemical, absorbance, PC-3 D3A mutant, single concentration | activation, % at 8.5 µM | 330,000 compounds, 0.11% hits | recombinant procaspase-3 D3A, Ac-DEVD-pNA absorbance 405 nm;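 active = activation above the mean of all tested compounds plus 3 SD, cut at about 21% in these data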;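 note: 0% = DMSO alone and 100% = DMSO wells spiked with extra 5 µM PC-3 D3A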
Target sequence (P42574 whole entry D9A/D28A/D175A): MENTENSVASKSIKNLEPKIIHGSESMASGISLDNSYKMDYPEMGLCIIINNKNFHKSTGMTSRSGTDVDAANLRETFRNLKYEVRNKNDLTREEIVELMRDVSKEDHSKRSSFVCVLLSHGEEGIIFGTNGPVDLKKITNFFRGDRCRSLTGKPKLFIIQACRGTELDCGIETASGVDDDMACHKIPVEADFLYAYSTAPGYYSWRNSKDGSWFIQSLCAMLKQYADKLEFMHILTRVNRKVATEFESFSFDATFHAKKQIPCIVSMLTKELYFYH
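assay system = Procaspase-3 D3A mutant | signal = absorbance at 405 nm, 0 and 120 min | times = 1 h preincubation plus 2 h reaction at 25 °C | repeats = single replicate | read-out = % activation between DMSO and enzyme-spiked controls | medium = Zinc-free HEPES saline buffer with Triton X-100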
* marks the source's active call; other numbers are inactive results.

SMILES	PP5 inh	AHR act	procasp7 counter	CTSL1 counter	TPT1 inhibitor	PP1 inh	HCV core dimer	PAFAH2 inh	proCasp3 act
NC(=O)N/N=C\c1cc(Br)ccc1O	0.9	27.9	6.1	-0.2	-1.6	0.8	-12.2	-5.3	2.2
CN(C)c1ccc(CN(C(=O)c2ccc(Cl)c([N+](=O)[O-])c2)C2CCS(=O)(=O)C2)cc1 (stereo not given)	3.0	1.7	2.0	-4.6	4.4	-0.6	-0.2	-5.8	0.4
COc1ccc(NC(=O)C2CCCN(C(=O)NC3CCCCC3)C2)cc1OC (stereo not given)	2.4	3.5	1.8	1.1	0.8	-15.8	-1.4	-5.0	4.4
COC(=O)c1cccc(NC(=O)CN2CCOCC2)c1	2.5	2.1	1.5	-3.1	1.2	-2.9	-0.2	-6.9	6.8
Cc1ccc(CNCc2ccc3c(c2)OCO3)cc1	7.5	3.7	4.1	-1.4	-3.6	-4.8	12.0	-3.9	5.7
Cc1ccc(-c2cc(C(=O)N3CCCc4ccccc43)no2)cc1	4.8	-4.0	-3.5	-0.2	-1.5	0.3	3.7	3.7	2.8
O=C(Nc1ccc(NC(=O)c2cccs2)cn1)c1ccco1	-4.1	-2.7	-5.3	-2.5	-0.1	-4.2	-2.4	-3.2	-5.6
Cc1cc(Cl)ccc1NC(=O)NC1CCN(S(=O)(=O)c2ccc(F)cc2)CC1	1.0	42.0	-3.0	1.5	-2.1	2.2	-6.2	-0.4	7.6
Cc1ccc(Cn2ncc3c(N4CCN(c5ccc(C)cc5)CC4)ncnc32)cc1	1.0	5.4	8.1	-3.0	-1.3	0.0	-1.9	-2.6	6.0
O=C(CSCc1cccc(CSCC(=O)Nc2ccc3ccccc3c2)n1)Nc1ccc2ccccc2c1	4.2	2.6	3.2	-0.4	-4.6	3.3	13.8	-2.9	5.2
COc1ccc(C(=O)NC2CC2)cc1OC1CCN(C(C)CSC)CC1 (stereo not given)	1.1	2.3	-6.2	-0.1	-7.2	0.1	-4.2	5.5	5.9
COc1ccc(COC(=O)C2CCN(S(=O)(=O)c3ccc(Cl)cc3)CC2)cc1	1.4	6.4	-0.1	-3.0	-2.0	-1.6	-1.1	-6.2	3.8
O=C(Cc1n[nH]c(=O)[nH]c1=O)N/N=C/c1c(O)ccc2ccccc12	0.4	-0.6	0.8	4.9	-1.5	-1.6	-9.1	12.2	14.1
Cc1cc(Cl)ccc1OCC(=O)OC(C)C(=O)NC(N)=O (stereo not given)	2.5	1.2	15.9	-15.4	4.2	-0.7	-5.1	-1.7	0.5
Cc1ccc(S(=O)(=O)N(Cc2cccc(C(F)(F)F)c2)C(=O)N2CCN(C)CC2)cc1	-2.3	-0.2	7.9	10.2	3.7	-4.7	-1.6	2.7	-0.4
CC1=CC=CN2C1=NC(=O)CC2(C)C(=O)N(CC(=O)NC1CCCC1)Cc1ccccc1 (stereo not given)	0.1	-0.2	4.2	-0.3	-4.2	-1.2	-6.8	-0.3	2.6
CCCNC(=O)C1CCN(c2nc(C)cc(C)n2)CC1	-0.6	1.3	-3.0	-7.2	-1.4	0.3	-5.4	5.9	5.3
C#CCN(Cc1ccco1)C(=O)c1ccc(OC2CCN(Cc3ccccn3)CC2)cc1	0.3	2.5	-0.1	4.1	-2.0	0.9	3.6	1.9	-6.7
O=c1[nH]c(/C(Cl)=C/c2cc(Cl)ccc2O)nc2cc(Cl)ccc12	0.7	34.5	5.7	-0.1	5.3	5.6	13.7	-13.5	10.7
COc1cc(/C=N/NC(=O)c2cccc(S(=O)(=O)N3CCOCC3)c2)cc(OC)c1O	-1.2	1.6	17.8	0.9	-3.6	-4.9	-13.5	0.3	-0.8
Cc1ccc(C2NNC(=O)C2NC(=O)c2ccccc2)cc1 (stereo not given)	-2.0	7.7	-2.1	-1.3	-6.9	-0.4	-3.1	2.1	-4.1
COc1ccc(C2CC(c3ccccc3O)=NN2C(=O)c2ccccc2)cc1OC (stereo not given)	1.7	0.3	-1.2	2.1	-3.5	2.3	4.8	7.8	5.0
COc1cc(CN2CCCC(C(=O)c3ccc4c5c(cccc35)CC4)C2)cc(OC)c1O (stereo not given)	1.3	7.7	-14.6	-0.1	0.4	-0.9	9.1	-0.7	-5.5
COc1cccc(CNC(=O)Cn2cccc2C(=O)c2ccccc2C)c1	1.9	12.8	-4.0	1.6	0.3	-0.5	-3.0	2.7	10.1
COc1ccc(-n2nnnc2-c2ccccc2)cc1	-0.8	-1.8	-3.6	1.6	-2.9	-3.2	5.6	2.7	3.6
Fc1ccc(N2CCN(c3nc(-c4ccco4)cc(C(F)(F)F)n3)CC2)cc1	0.1	115.1*	-2.6	-2.5	-8.3	-6.3	1.6	1.4	9.5
CCCN(CCC)CC(O)COc1ccc2c(c1)OCO2 (stereo not given)	-0.7	2.3	1.9	2.4	-3.5	-5.5	-4.1	-6.5	5.4
O=c1c(/C=C(\O)c2ccccc2)nc2ccccc2n1-c1ccccc1	-0.7	-11.2	-6.9	4.8	119.3*	-4.5	16.1	-6.8	-5.3
COc1ccccc1N(C)S(=O)(=O)c1ccc(C(=O)N2CCCC(C(F)(F)F)C2)cc1 (stereo not given)	1.3	-1.5	-2.0	-2.1	-3.5	-2.1	-9.7	3.4	-2.7
COc1ccc(S(=O)(=O)N2CCC(C(=O)N3CCc4ccccc4C3)CC2)cc1	-0.8	-2.5	7.2	0.2	0.7	-3.0	5.1	-5.5	3.4
CCn1c(CNC(=O)C23CC4CC(CC(C4)C2)C3)nnc1SCC(=O)Nc1nnc(C)s1	0.2	-0.7	5.9	0.8	-4.3	-2.4	-9.0	4.8	4.9
Cc1ccccc1C(=O)N1CCC(C(=O)Nc2ccc(C(C)C)cc2)CC1	-0.8	2.1	3.6	3.3	-5.0	-1.1	-9.3	-1.0	5.1
Cc1noc(NC(=O)c2ccc(Cl)cc2)c1Cl	-1.6	-3.9	16.2	3.3	0.3	-0.5	-4.8	3.5	0.9
O=[N+]([O-])c1cccc(-c2nc(NCc3ccccc3)c3ccccc3n2)c1	3.1	88.1*	-6.1	5.1	-3.8	0.2	-1.5	-39.7	-5.0
CCOC(=O)N1CCN(S(=O)(=O)c2ccc(OC)c(Cl)c2Cl)CC1	1.3	2.6	-2.5	0.4	-0.3	1.5	-4.5	9.2	-6.4
CC(C)(C)OC(=O)NCCCC[C@H](NC(=O)c1nc[nH]c1C(=O)N1CCN(C(=O)OC(C)(C)C)CC1)C(=O)OC(C)(C)C	-0.6	9.6	-1.9	-3.8	-1.7	2.0	-7.6	1.4	7.0
CCOc1ccc(C(CC(=O)O)NC(=O)c2ccco2)cc1 (stereo not given)	1.4	-0.5	-7.4	1.6	-0.3	0.1	-0.3	-1.5	9.5
CC1CN(C(=O)/C=C/c2ccccc2[N+](=O)[O-])CC(C)O1 (stereo not given)	4.2	20.4	-0.5	0.6	-1.5	-2.3	-0.6	5.4	5.0
Cc1ccc(C2OC(=O)C=C2c2ccccc2)cc1 (stereo not given)	-1.2	1.8	-11.3	1.5	-0.7	0.1	-1.2	-1.8	8.7
O=C(c1nn2c(C(F)(F)F)cc(-c3cccs3)nc2c1Br)N1CCCc2ccccc21	4.0	20.7	-5.4	-0.8	1.9	6.1	-61.1	-3.1	-8.0

Filtered by structure, those above with a CF3 group (four)
SMILES	PP5 inh	AHR act	procasp7 counter	CTSL1 counter	TPT1 inhibitor	PP1 inh	HCV core dimer	PAFAH2 inh	proCasp3 act
Cc1ccc(S(=O)(=O)N(Cc2cccc(C(F)(F)F)c2)C(=O)N2CCN(C)CC2)cc1	-2.3	-0.2	7.9	10.2	3.7	-4.7	-1.6	2.7	-0.4
Fc1ccc(N2CCN(c3nc(-c4ccco4)cc(C(F)(F)F)n3)CC2)cc1	0.1	115.1*	-2.6	-2.5	-8.3	-6.3	1.6	1.4	9.5
COc1ccccc1N(C)S(=O)(=O)c1ccc(C(=O)N2CCCC(C(F)(F)F)C2)cc1 (stereo not given)	1.3	-1.5	-2.0	-2.1	-3.5	-2.1	-9.7	3.4	-2.7
O=C(c1nn2c(C(F)(F)F)cc(-c3cccs3)nc2c1Br)N1CCCc2ccccc21	4.0	20.7	-5.4	-0.8	1.9	6.1	-61.1	-3.1	-8.0

Next part
SMILES	PP5 inh	AHR act	procasp7 counter	CTSL1 counter	TPT1 inhibitor	PP1 inh	HCV core dimer	PAFAH2 inh	proCasp3 act
Cc1ccccc1C(=O)NCCc1nnc(SCC(=O)Nc2nc(-c3ccccc3)cs2)n1C	2.3	9.3	-0.6	0.5	-2.8	-2.0	0.6	-0.6	-0.8
Cc1cc(C)c2c(CN3CCN(C)CC3)cc(=O)oc2c1	-0.2	-1.4	9.3	-2.5	0.8	-2.6	1.3	-4.0	-1.9
COc1ccc(S(=O)(=O)N(CC(=O)NC2CC2)c2ccc(C)cc2)cc1	0.3	-2.1	7.2	6.1	-3.0	-9.4	4.9	5.9	-0.5
CCc1ccc(C(CC(=O)O)N2Cc3ccccc3C2=O)cc1 (stereo not given)	0.0	1.5	4.5	0.3	-1.3	-3.0	-2.0	1.4	10.1
COc1ccc(C2=NN(C(=O)c3ccco3)C(c3ccco3)C2)cc1OC (stereo not given)	0.2	2.1	9.0	9.3	0.1	-1.9	4.8	-1.3	4.4
Cc1oc(-c2ccccc2Cl)nc1CS(=O)(=O)CC(=O)NC(C)c1ccccc1 (stereo not given)	4.5	1.3	5.5	-1.4	-0.3	-2.0	7.8	4.7	5.2
CCCC(=O)OCC(=O)Nc1ccc2[nH]c(=O)[nH]c2c1	1.4	0.1	-6.3	-5.6	1.9	-4.3	-1.8	5.2	1.9
COc1ccc(/C=C2/SC(=S)N(CC(=O)O)C2=O)cc1OCc1ccc(Cl)cc1	2.9	1.9	-20.2	5.9	1.8	6.1	15.9	-1.7	-9.1
O=C(NCc1ccccc1)c1cccc(COc2cccc(Cl)c2)c1	0.3	23.0	-3.2	8.0	-2.7	0.8	6.7	4.1	-6.7
O=C(COc1ccc(Nc2ccccc2)cc1)Nc1ccncc1	4.1	-1.3	-4.1	-3.6	0.2	-3.4	-9.0	4.8	-4.4
CCCCSC(=O)Nc1ccccc1	0.2	-0.8	1.8	3.2	-4.5	3.6	-5.9	-4.1	0.9
C/C(Cn1nc([N+](=O)[O-])cc1C)=N\NC(=O)c1ccc(C(C)(C)C)cc1	3.1	8.8	-6.2	-7.3	-0.9	-0.1	1.8	4.3	-1.6
